High-throughput results (PubChem)
GAA glycogen mod = GAA glycogen-cleavage inhibition or activation. Potency, µM (series often up to 76.4 µM), inactives show top-dose activity change, negative = inhibition, actives largely listed as inhibitors. recombinant GAA, glycogen substrate, Amplex Red glucose oxidase fluorescence. P10253. 300,000 tested, 0.38% active;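 further: 0% = full enzyme reaction and -100% = no-enzyme basal signal; the screen sought inhibitors and activators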
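Recombinant human alpha-glucosidase (4 nM final) hydrolysed bovine liver glycogen (30 ug) for 40 min at 37 C in pH 5.0 citrate/phosphate with 0.01% Tween-20. Released glucose detected by glucose oxidase/Amplex Red, Ex 573/Em 610 nm. Compounds up to 77 uM; AC50 from Hill fits.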
GoLoco inh red = RGS12 GoLoco-Gai1 interaction inhibition. P63096. Gai1:RGS12 GoLoco peptide FP, rhodamine, 10 min. 230,000 tested, 0.44% active. AID 880. Potency, µM (highest dose often 61.6 µM), for the others: at the top dose activity, negative = inhibition, actives largely listed as inhibitors; active means well fitted inhibition curve with a large enough effect, not every such curve was filed as active; inactive means no such curve, though single readings can be large or run the other way; further: on the % scale 0 is the no-effect control and ±100 the full control effect; nearly all actives have a fitted effect of over 30% in size; many of its hits are not listed in these tables
Target sequence (P63096 whole entry, looked up): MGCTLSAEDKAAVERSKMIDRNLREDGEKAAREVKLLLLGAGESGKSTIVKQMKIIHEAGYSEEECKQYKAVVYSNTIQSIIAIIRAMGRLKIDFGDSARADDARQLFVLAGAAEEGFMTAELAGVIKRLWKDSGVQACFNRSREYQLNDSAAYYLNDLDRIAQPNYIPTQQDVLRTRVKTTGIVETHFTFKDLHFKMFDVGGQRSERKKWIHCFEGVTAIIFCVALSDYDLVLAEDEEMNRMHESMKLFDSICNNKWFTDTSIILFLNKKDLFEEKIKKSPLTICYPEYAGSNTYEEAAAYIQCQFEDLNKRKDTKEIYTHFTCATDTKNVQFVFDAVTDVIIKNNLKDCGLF
IMPase Li inh = IMPase inhibition in cells with lithium potentiation | CHO-M1 cells, IP1 TR-FRET (IP-One), carbachol + lithium | Potency, µM (titrated, usually from 59.4 µM), for inactives: top-dose activity, negative = IMPase inhibition, hits mostly inhibitors | 210,000 tested, 0.35% active;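 further: IP1 builds up when IMPase is blocked and the TR-FRET signal falls; plate controls were basal vehicle for no effect and high inhibitor control for full effect; nearly all actives have a fitted effect of over 50% in size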
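CHO-M1, 2000 cells/well, 16–30 h culture; cpd + low Li+, 30 min 37C; lysis with d2-IP1/Eu-anti-IP1 Ab, 10 min RT; TR-FRET 665/620 ratio and 620 channel; AC50 via Hill.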
HTT cytoprotect = cytoprotection in Huntington HTT-Q103 PC12 cell model; PC12 HTT-Q103 induced, cytoprotection, ATP luminescence, 40 h; Potency, µM (top dose mostly 56.4 µM), without a hit: cytoprotection (ATP increase), most hits filed as activators; 230,000 tested, 0.14% active; AID 1471;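 further: % of control where 0% means no effect; nearly all actives have a fitted effect of over 45% in size; toxic huntingtin expression switched on by the ecdysone agonist tebufenozide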
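Compounds added alongside 100 nM tebufenozide, which induces toxic Q103 huntingtin exon 1-GFP in stable PC12 cells; surviving cells quantified by luminescent ATP measurement. Medium: phenol red-free DMEM, 5% equine and 5% calf serum.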
GAA inhib = alpha-glucosidase (human) inhibition; P10253; Potency, µM (top dose mostly 76.9 µM), for inactives: at the top dose activity change, negative = inhibition, usual class: inhibitors; AID 1466; purified human GAA, 4-MU-alpha-glucoside fluorescence; 200,000 tested, 0.005% active;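 further: plate controls were uninhibited enzyme wells for no effect and no-enzyme background for full effect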
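Human enzyme at 4 nM with 400 uM 4-methylumbelliferyl-alpha-D-pyranoside, citrate/phosphate buffer pH 5.0, 0.005% Tween-20, 20 min at room temperature. Compounds up to 77 uM. 4-MU fluorescence (Ex 365/Em 440) read after NaOH/glycine stop; AC50 from Hill fit.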
GAA spleen mod = inhibits or activates alpha-glucosidase in human spleen homogenate; P10253; human spleen homogenate, 4-MU-alpha-glucoside fluorescence; Potency, µM (doses to about 79.9 µM), without a hit: top-dose activity change, negative = inhibition, hits mostly inhibitors; 240,000 tested, 0.006% active; AID 2112;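 further: 0% = enzyme with vehicle and -100% = no enzyme basal signal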
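Enzyme source: human spleen homogenate, 1 ug/well. Buffer 50 mM citric acid/K phosphate pH 5.0, 0.01% Tween-20. 4-MU-alpha-glucoside 1 mM; 37 C x 40 min; NaOH/glycine stop; fluorescence.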
HttQ103 aggreg = reduces HttQ103-GFP aggregates in PC12 cells; PC12 HttQ103-GFP aggregates, Acumen cytometry, 40 h; Potency, µM (top dose mostly 46.1 µM), for the others: at the highest dose activity change, negative = inhibition, most hits filed as inhibitors; 220,000 tested, 1.1% active; further: on the % scale 0 is the no-effect control and ±100 the full control effect; nearly all actives have a fitted effect of over 60% in size
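PC12 cells with ecdysone-inducible HTT exon1 Q103-GFP, induced by 100 nM tebufenozide, given compounds in a concentration series. GFP aggregates (1–25 um, 6 SD above background) counted in lysates by laser-scanning cytometry, 488 nm excitation.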
Numbers without * were called inactive; ? = inconclusive; · = not tested or not shown; & = joins results of further samples; [ ] = another dose, or the depositor's remark. Unless noted, the call rests on the fitted dose curve; in most records, active means well fitted curve in the direction sought with a large enough effect; inconclusive means small, poorly fitted or top-dose-only effect, or another doubt; inactive means no such curve, though single readings can be large; an effect the other way counts as inactive or inconclusive. Potency means the concentration at half of the fitted maximal effect. An excerpt; the hit share may differ from the screen's.

SMILES	GAA glycogen mod	GoLoco inh red	IMPase Li inh	HTT cytoprotect	GAA inhib	GAA spleen mod	HttQ103 aggreg
O=C(/C=C/c1ccccc1)c1ccccc1O	-4%	-3%&2%	8%&-2%	29%	0%	1%&-6%	-7%
O=C1CSC(=Nc2cc(Cl)ccc2Cl)N1	1%	10%	14%[38.3 µM]	32%	-6%	1%	-19%
COc1ccc(CNC(=O)c2cnccn2)cc1	11%	-2%	12%[38.3 µM]	8%	-8%	0%	16%
O=C(Cc1ccccc1Cl)NCCCn1ccnc1	2%	6%	2%	14%[10 µM]	-3%	1%	8%
Cc1ccc(S(=O)(=O)NCCCCCC(=O)Nc2c(C)n(C)n(-c3ccccc3)c2=O)cc1	0%	-1%	-1%	-13%	-10%	-1%	14%
Cc1onc(-c2ccccc2)c1C(=O)NC(C)C1CCCO1 (stereo not drawn)	6%	5%	9%[38.3 µM]	1%	-14%	1%	-4%
CC1=NN(C(=O)c2ccccc2Br)C(O)(c2cccnc2)C1 (stereo not drawn)	1%	10%	3%[38.3 µM]	-1%	-4%	-5%	1%
CCn1c(SCC(=O)N/N=C/c2cc(OC)c(OC)c(OC)c2)nc2ccccc21	0%	0%	4%	-2%[10 µM]	-8%	-9%	19%
O=c1[nH]n2c(C(F)(F)F)cc(C3CC3)nc2c1N=Nc1ccccc1	-12%	2%	0%	-41%[inhibitor]	-12%	-2%	-12%
CC(C)CNc1nnnc2c1sc1nc(N3CCOCC3)c3c(c12)CCCC3	9%	12%	·	-6%[10 µM]	·	1%	3%[9.22 µM]
O=C(O)Cc1cc(I)c(Oc2ccc(O)c(I)c2)c(I)c1	-23%	-4%	-5%&10%	-10%[40.3 µM]	-2%[15.4 µM]	-1%	-25%
Cn1cc(/C(Cc2ccccc2)=N\O)c2ccccc21	-19%	3%	-1%[38.3 µM]	-1%	-3%	4%	12%
COCC(C)NC(=O)Cc1ccc(Cl)cc1 (stereo not drawn)	-11%	1%	-4%	4%[10 µM]	·	-7%	-2%[9.22 µM]
O=C1c2ccccc2C(=O)c2c([N+](=O)[O-])ccc(O)c21	0%	3%	·	-4%[10 µM]	·	2%	-19%[9.22 µM]
CC(C(=O)O)N1C(=O)c2cccc3cccc1c23 (stereo not drawn)	4%	-3%	6%[38.3 µM]	-1%	?	8%	-5%
Cc1nnc(-c2ccccc2)nc1N1CCOCC1	2%	8%	2%[38.3 µM]	-2%	?	2%	-14%
Cc1ccccc1C(=O)NNc1ccc(-c2csnn2)cc1	16µM*	-6%	·	4%[10 µM]	-2%	6%	12%[9.22 µM]
NC(=O)C1=C[C@H](c2csc3ccccc23)C[C@H](OCc2ccc(CO)cc2)O1	5%	1%	15%	5%[10 µM]	·	-2%	-12%[9.22 µM]
OCC1(Cc2ccccc2)CCN(Cc2cnc(-c3ccc(Cl)cc3)nc2)CC1	-10%	8%	10%	19%[10 µM]	-3%	1%	-4%[9.22 µM]
c1ccc2c3c(c(CN4CCCC4)cc2c1)COC3	-3%	-2%	21%	-43%[10 µM]	-2%	2%	-18%[9.22 µM]
O=C1CCC(C(=O)N(Cc2cccs2)C2(C(=O)NC3CCCCC3)CCCCC2)N1 (stereo not drawn)	-2%	4%	1%	-48%[inhibitor]	-1%	-13%	-25%
O=C(Cc1cccs1)Nc1ccccc1C(=O)O	2%	0%	-1%	5%[10 µM]	-1%	2%	-14%
O=C(NC1CCCC1)C(Cc1ccccc1)n1cccc1 (stereo not drawn)	3%	6%	32%[activator][38.3 µM]	-18%[10 µM]	-7%	-2%	1%
Cc1cc(C(=O)OCC(=O)N2CCOCC2)c2ccccc2n1	10%	-4%	-17%[38.3 µM]	6%[10 µM]	-3%	5%	-19%
CCC1CCCCN1C(=O)CSc1nc2c(c(=O)n(C)c(=O)n2C)n1C (stereo not drawn)	6%	8%	14%	-17%[10 µM]	8%	-9%	2%[9.22 µM]
O=C(Cc1ccccc1)Nc1nc(-c2cccs2)cs1	-3%	4%	2%[38.3 µM]	15%	-8%	-7%	-18%
O=C(COC(=O)/C=C/c1cccc(C(F)(F)F)c1)NCc1ccccc1	0%	8%	-5%	7%[10 µM]	11%	-4%	13%
Cc1ccc(C)c(S(=O)(=O)NCC(=O)Nc2sc3c(c2C(N)=O)CCC(C)C3)c1 (stereo not drawn)	0%	16%	-16%[38.3 µM]	-17%	-6%	1%	-8%
c1ccc(CSc2nnc(-c3ccccn3)n2-c2ccccc2)cc1	8%	9%	30%[activator][38.3 µM]	-21%	-24%	-8%	-21%
O=C(Nc1ccc2oc(-c3ccncc3)nc2c1)c1cccs1	-1%	97%[activator]	76%[activator][38.3 µM]	-10%[10 µM]	-19%	-8%	-5%
O=C(CCN1CCCCC1)c1ccc2c(c1)OCCO2	-13%	-9%	9%[38.3 µM]	-1%[0.074 µM]	2%	-5%	18%
O=C(Nc1ccc(F)cc1F)c1csc(-c2ccccc2)n1	16%	2%	17%	-40%[inhibitor]	4%	-14%	-3%
CCOC(=O)C1CN(S(=O)(=O)c2ccccc2)c2cc(S(=O)(=O)CC)ccc2O1 (stereo not drawn)	6%	-4%	-10%[38.3 µM]	-2%	0%	-6%	6%
O=C(CSCC(=O)Nc1cccc2ccccc12)Nc1cccc2ccccc12	-3%	6%	·	0%[10 µM]	·	-7%	-15%[9.22 µM]
O=C(Nc1cccc(C(F)(F)F)c1)c1cc2c(=O)c3ccccc3oc2nc1C(F)(F)F	-2%	14%	-3%[38.3 µM]	?	2%	-1%	8%
O=C(O)c1ccccc1C(=O)c1ccc(Oc2ccccc2)cc1	-18%	0%	0%	·	-3%	-5%	-1%
Cc1sc(NC(=O)CCCC(=O)O)c(C#N)c1C	3%	-3%	15%[38.3 µM]	-8%	7%	3%	3%
Cc1noc(C)c1S(=O)(=O)N1CCCC(C(=O)c2cccc(OC(C)C)c2)C1 (stereo not drawn)	-4%	8%	13%	-5%[10 µM]	3%	2%	-8%[9.22 µM]
CCN1CCN(CCCNC(=O)CCc2nc(-c3ccc(OC)cc3)no2)CC1	-7%	-1%	4%	7%	2%	-3%	2%
CCCCn1nc2cc(C(=O)NCCCCc3ccccc3)ccc2c1OCC	-3%	12%	3%[38.3 µM]	4%	1%	-10%	11%
COc1nc(Nc2cccc(C)c2)nc(N2CCCCC2)n1	1%	2%	6%[38.3 µM]	-27%	-11%	1%	-31%
Cc1ccc(C)n1NC(=O)c1ccco1	2%	2%	5%[38.3 µM]	0%[10 µM]	2%	0%	12%
O=C(NCc1ccco1)C(c1ccccc1)N(CC1CCCO1)C(=O)Cn1nnc2ccccc21 (stereo not drawn)	16%	-9%	-5%[38.3 µM]	0%	-3%	11%	9%
COc1ccc2nc(NC(=O)CN3CCN(C)CC3)sc2c1	0%	9%	6%[38.3 µM]	17%	1%	-1%	6%
O=C(c1ccc(CSc2nc3ccncc3[nH]2)cc1)N1CCCCC1	-3%	5%	-2%	·	0%	3%	-17%
COc1ccc(S(=O)(=O)NCC2CCC(C(=O)NCc3ccco3)CC2)cc1 (stereo not drawn)	-3%	·	·	22%	-2%	-10%	10%
Nn1cnnc1SCC(=O)Nc1ccc2c(c1)OCO2	0%	3%	-1%	?	8%	5%	30%
O=C(NC(Cc1ccccc1)C(=O)O)/C(=C\c1ccc(F)cc1)NC(=O)c1ccccc1 (stereo not drawn)	6%	6%	0%[38.3 µM]	-16%	1%	-5%	4%
CCCOc1ccc(CNC(=S)N/N=C/c2ccc([N+](=O)[O-])cc2)cc1	-3%	17%	16%[38.3 µM]	-46%[inhibitor]	-1%	-3%	6%
C=CCc1cc(/C=N/NC(=O)CSc2nnc(CCCc3ccc(OC)cc3)o2)cc(OC)c1O	-9%	-3%	6%[38.3 µM]	-7%	-4%	-4%	-1%
O=C(CCCN1C(=O)CSc2ncccc21)N1CCN(Cc2ccccc2)CC1	4%	7%	25%[38.3 µM]	-10%[10 µM]	0%	-3%	-13%
Cc1cccc(C)c1NC(=S)N(Cc1ccccc1)Cc1cccnc1	0%	-8%	-7%	-21%	3%	1%	24%
O=C1CCCC2=C1C(c1ccccc1)n1c(s/c(=C/c3cccc(F)c3)c1=O)=N2 (stereo not drawn)	-3%	1%	35%[38.3 µM]	-14%	4%	-2%	-2%
COc1ccccc1-c1c(C)nn2c(N3CCN(Cc4ccccc4)CC3)cc(C)nc12	-4%	-4%	-17%[38.3 µM]	-44%[inhibitor]	-9%	-1%	13%
COc1ccc(CNC(C)C2COc3ccccc3O2)c(OC)c1 (stereo not drawn)	3%	·	·	-6%	-3%	-1%	15%
CC(=O)N(/N=C/c1ccc([N+](=O)[O-])o1)c1nc2ccccc2c(=O)n1-c1ccccc1	-2%	3%	·	1%[10 µM]	·	-1%	7%[9.22 µM]
Cc1cc(C)c2cc(C(=O)Nc3ccccc3)[nH]c2c1	-5%	2%	·	17%[10 µM]	·	-7%	12%[9.22 µM]
O=C(CN1C(=O)c2ccccc2C1=O)Nc1ccccc1C(=O)NC1CCCCC1	4%	-8%	19%[38.3 µM]	-14%	-29%	-3%	15%
COCCNC(=O)CSc1nnc2c(Cl)cc(Cl)cn12	2%	·	·	-31%	0%	1%	19%
Cc1ccc(CC(=O)NCc2ccc(Cl)cc2)cc1	12%	1%	5%	-57%	6%	2%	-9%[9.22 µM]
Cc1ccc(NC(=O)CN(C)CC(=O)Nc2ccc(N3CCOCC3)cc2)c(C)c1	-2%	-5%	20%	17%[10 µM]	-2%	-2%	-3%
O=C(NN1C(=O)C2C3CCC(O3)C2C1=O)c1ccc(Br)o1 (stereo not drawn)	12%	9%	-9%	·	-3%	-6%	15%
